Source: PubChem BioAssay (several laboratories)
ABHD5-PLIN5 inh – inhibitors of human ABHD5-perilipin-5 interaction. inhibition, % at 4 µM. actives 0.78% (n = 360,000). Split G. princeps luciferase complementation, luminescence, 4 h;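 active = inhibition above the mean inhibition across every tested compound plus 3 SD, cut at about 22% in these data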;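 also: 0% = DMSO only wells and the 100% control is not disclosed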
NCOA3 inh – human NCOA3 inhibition; HEK293 GAL4-SRC3 luciferase reporter, luminescence; actives 0.17% (n = 360,000); inhibition, % at 3.6 µM; Q9Y6Q9; AID 588352;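 active = inhibition above a per-campaign cutoff, the mean of all compounds plus 3 SD, cut at about 60% in these data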;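 also: 0% = DMSO-treated cells and 100% = gossypol-treated cells at 36 µM; higher means less SRC3-driven luciferase light from the GAL4 reporter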
TROY signal inh – blocks TROY-dependent signaling in reporter cells | Q293 LMP1-TROYcd NF-kB luciferase reporter, 4 h | inhibition, % at 10 µM | actives 0.98% (n = 360,000);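 active = compounds whose plate-normalised and pattern-corrected inhibition of the luciferase reporter signal at the single screening dose is 50% or more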
NCOA2 inhibitor – human SRC2 (NCOA2) inhibition; Q15596; HEK293 GAL4-SRC2 luciferase reporter, luminescence; inhibition, % at 9 µM; actives 0.17% (n = 370,000);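 active = inhibition above the mean inhibition of all tested compounds plus 3 SD, set per campaign, cut at about 52% in these data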;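 also: 0% = DMSO treated cells and 100% = cells given Gossypol at 36 µM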
NOD2 RIPK2 PPI – inhibitors of human NOD2-RIPK2 interaction. O43353. CHO BLA complementation NOD2-RIPK2, CCF4 ratio. inhibition, % at 4.98 µM. actives 0.38% (n = 360,000); in the data active = inhibition above about 21%;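 also: 0% = vehicle only and 100% = reference blocker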
Target sequence (O43353 whole entry, looked up): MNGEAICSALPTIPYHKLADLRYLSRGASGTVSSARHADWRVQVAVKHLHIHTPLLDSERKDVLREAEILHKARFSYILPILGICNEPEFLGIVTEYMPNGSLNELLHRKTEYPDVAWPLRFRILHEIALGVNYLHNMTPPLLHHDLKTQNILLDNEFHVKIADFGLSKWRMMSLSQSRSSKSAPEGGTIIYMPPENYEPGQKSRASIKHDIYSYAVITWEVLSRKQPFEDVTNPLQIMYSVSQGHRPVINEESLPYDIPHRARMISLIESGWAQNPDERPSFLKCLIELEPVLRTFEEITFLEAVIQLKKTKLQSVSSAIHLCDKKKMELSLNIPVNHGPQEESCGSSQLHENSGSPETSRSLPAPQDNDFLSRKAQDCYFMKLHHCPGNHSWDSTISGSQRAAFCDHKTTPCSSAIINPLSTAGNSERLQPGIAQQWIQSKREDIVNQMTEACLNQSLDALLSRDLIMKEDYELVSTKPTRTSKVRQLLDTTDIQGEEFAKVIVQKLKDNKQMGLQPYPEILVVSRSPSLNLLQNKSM
NCOA1 inh – human NCOA1 inhibition; HEK293 GAL4-SRC1 luciferase reporter, luminescence; inhibition, % at 3.6 µM; actives 0.12% (n = 360,000); AID 588354;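 active = inhibition above the campaign mean plus 3 SD, with each screening campaign given its own cutoff, cut at about 60% in these data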;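 also: 0% = DMSO treated cells and 100% = gossypol at 36 µM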
TLR9-MyD88 inh – inhibitors of human TLR9-MyD88 binding; CHO BLA complementation TLR9-MyD88, CCF4 FRET ratio; AID 504734; actives 0.21% (n = 340,000); Q9NR96+Q99836; inhibition, % at 4.98 µM;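 active = inhibition above the mean over all tested compounds plus 3 SD, cut at about 21% in these data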;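 also: 0% = DMSO only wells and 100% = clavulanate BLA inhibitor control wells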
COUP-TFII inh – inhibitors of human COUP-TFII (NR2F2); inhibition, % at 8.6 µM; HEK293T NGFI-A luciferase reporter, luminescence; actives 0.7% (n = 370,000);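 active = inhibition above a per-plate cutoff, mean inhibition of test wells between control levels plus 3 SD, cut at about 38% in these data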;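 also: cells cotransfected with COUP-TFII expression vector driving the NGFI-A reporter; 0% = median of COUP-TF2 test wells and 100% = reporter-only cells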
Target sequence (P24468 whole entry, looked up): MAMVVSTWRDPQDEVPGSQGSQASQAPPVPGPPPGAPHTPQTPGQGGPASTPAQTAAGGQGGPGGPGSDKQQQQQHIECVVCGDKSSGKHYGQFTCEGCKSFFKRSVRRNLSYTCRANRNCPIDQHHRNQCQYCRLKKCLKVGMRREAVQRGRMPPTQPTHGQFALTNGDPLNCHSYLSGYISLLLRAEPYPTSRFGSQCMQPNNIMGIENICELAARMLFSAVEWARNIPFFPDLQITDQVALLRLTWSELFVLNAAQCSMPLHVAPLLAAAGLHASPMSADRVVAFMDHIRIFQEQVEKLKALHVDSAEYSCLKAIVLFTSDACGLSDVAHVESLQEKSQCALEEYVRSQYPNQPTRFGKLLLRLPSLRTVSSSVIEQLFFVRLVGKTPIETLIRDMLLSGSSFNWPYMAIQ
Exocytosis inh – blocks lytic granule exocytosis. TALL-104 LAMP-1 surface exposure, flow cytometry; cells stimulated with thapsigargin and PMA. inhibition, % at 10 µM. actives 0.66% (n = 360,000). AID 651702;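 active = inhibition above about 55%, limit read from the data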
TWEAK Fn14 block – inhibitors of TWEAK-Fn14 interaction signaling; TWEAK-stimulated Fn14 reporter cells, luciferase luminescence, 8 h; inhibition, % at 10 µM; actives 2% (n = 360,000); in the data active = inhibition above about 50%
NR5A2 inv ag – NR5A2 inverse agonism in reporter assay; inhibition, % at 3.6 µM; O00482; HEK293T StAR-luciferase reporter, LRH-1 transfected, 24 h; AID 602396; actives 0.13% (n = 360,000);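 active = inhibition above the mean inhibition of all tested compounds plus 3 SD, cut at about 73% in these data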;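 also: 0% = DMSO wells and 100% = reporter-only cells lacking LRH-1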
Starred values were filed as active, the others as inactive; . = not tested or not shown. A portion of the library, so the mix of outcomes need not match the whole.

SMILES	ABHD5-PLIN5 inh	NCOA3 inh	TROY signal inh	NCOA2 inhibitor	NOD2 RIPK2 PPI	NCOA1 inh	TLR9-MyD88 inh	COUP-TFII inh	Exocytosis inh	TWEAK Fn14 block	NR5A2 inv ag
C[C@@H]1CCCCO[C@H](CN(C)C(=O)CCC(F)(F)F)[C@@H](C)CN([C@H](C)CO)C(=O)c2cc(NC(=O)c3ccncc3)ccc2O1	-4.2	-4.5	2.5	10.5	-8.9	-13.3	8.3	1.2	-10.4	-3.9	14.8
COc1ccc(-c2ncncc2-c2ccccc2)c(O)c1	0.4	36.6	20.6	29.6	-9.7	25.0	-12.3	25.4	22.5	30.0	-3.2
CSCCC(NC(=O)c1ccccc1Br)C(=O)NNC(=O)c1csc(N2CCOCC2)n1 (stereo unspecified)	-11.1	-15.4	6.2	-9.3	-2.4	4.9	-2.8	-1.4	5.9	-17.1	1.2
Cc1csc(=O)n1CC(=O)OCC(=O)c1c(N)n(CC(C)C)c(=O)n(C)c1=O	-6.2	-3.4	5.2	-3.5	0.5	-4.4	-3.6	11.1	-3.4	-4.3	2.4
Cc1ccc(S(=O)(=O)NC(C(=O)Oc2ccc3ccc(=O)oc3c2)c2ccccc2)cc1 (stereo unspecified)	1.7	2.1	-9.9	-12.7	-5.1	3.8	-11.8	6.6	-5.7	-16.5	3.0
COc1ccc(-c2cc(C)no2)cc1S(=O)(=O)N1CCN(C(=O)c2ccco2)CC1	1.7	9.2	2.8	-11.1	-8.1	-13.1	-19.0	-20.4	-4.9	-11.2	4.8
CCC(Sc1nc2cc(OC)c(OC)cc2c(=O)n1Cc1ccc(OC)cc1)C(=O)NCCOC (stereo unspecified)	1.3	8.2	17.2	-3.9	-4.2	-22.9	-5.5	9.2	-1.1	-21.2	8.8
O=C(O)/C(=C\c1cccc(OCc2ccccc2)c1)c1ccc(F)cc1	-3.1	1.3	8.3	6.4	-6.1	2.7	-1.1	-13.0	3.1	-11.3	8.9
CN(C)N1C(N)=C(C#N)C(c2cccc([N+](=O)[O-])c2)C2=C1CC(C)(C)CC2=O (stereo unspecified)	-7.4	7.7	6.3	9.8	-2.9	17.7	-1.7	-4.1	-1.8	0.6	13.0
c1ccc(Oc2ccc(-c3ccnc4ncnn34)cc2)cc1	-1.8	5.8	-8.3	-15.4	-7.7	2.5	0.8	1.5	1.2	-6.7	-41.3
CCCOc1ccc(N2C(=O)CC(N(Cc3ccc(S(N)(=O)=O)cc3)C(=O)CC)C2=O)cc1 (stereo unspecified)	0.4	0.1	4.9	17.5	-12.0	4.8	2.7	11.8	1.9	-3.4	2.6
COc1ccc2cc3c(N)nn(C(=O)c4ccccc4[N+](=O)[O-])c3nc2c1	-2.2	57.2	28.8	37.0	-4.1	49.2	-22.7	42.6*	-4.5	81.9*	49.6
Cc1c(NC(=O)c2ccc(Br)o2)c(=O)n(-c2ccccc2)n1C	0.1	15.8	-13.1	-21.9	1.0	4.2	6.0	-2.5	-6.4	-9.3	-7.4
CCN(CC)S(=O)(=O)c1cccc(NC(=O)CCNC(=O)c2ccccc2Cl)c1	4.7	2.5	-7.1	-1.2	-3.6	-23.3	-4.1	9.6	8.3	-4.2	18.4
O=C1NC(=O)C(c2ccccc2)(c2ccccn2)N1 (stereo unspecified)	1.2	-12.3	-14.1	-19.3	-4.1	-13.2	-10.2	-6.0	0.6	7.1	6.2
CC(=O)Nc1ccc(-c2ccnc3c2CC(C)(C(=O)Nc2ccc(Cl)c(C(F)(F)F)c2)O3)cc1 (stereo unspecified)	-2.6	4.7	25.7	-10.8	11.3	-1.7	.	-4.4	-2.1	-8.2	8.2
O=C(N[C@@H](Cc1ccc(Br)cc1)C(=O)O)OCC1c2ccccc2-c2ccccc21	-2.0	-30.9	37.3	5.2	-3.8	-12.5	-7.9	-9.6	-13.7	-4.5	-0.1
COc1ccc(S(=O)(=O)N2CCN(C(=O)c3cc(C4CC4)nn3-c3ccccc3)CC2)cc1OC	4.0	12.2	-2.8	-11.0	7.8	-1.5	-4.2	5.4	-2.2	-16.9	11.3
N/C(=N\OC(=O)COc1ccc(Br)cc1)c1ccncc1	-7.2	-31.1	-66.5	-32.8	-15.3	-22.6	-19.8	10.7	-5.3	19.9	-25.7
CCOC(=O)CCCCCC(=O)Nc1ccc2c(c1)CC(=O)N([C@H](C)CO)C[C@@H](C)[C@H](CN(C)Cc1ccc3c(c1)OCO3)O2	-2.8	-1.3	8.5	14.9	5.4	2.4	-2.3	-0.5	2.0	3.4	-42.2
O=C1CCCN1CCCNc1ccc2nnc(CCC(=O)N3CCN(c4ccc(F)cc4)CC3)n2n1	-13.0	-6.7	3.3	9.7	-1.8	5.3	-5.7	-14.1	-7.5	-18.9	-2.9
S=C(c1ccc(-c2cc(Cl)ccc2Cl)o1)N1CCCCC1	-4.2	21.7	-40.0	-23.1	3.8	-8.5	5.1	7.5	-1.7	-6.5	0.3
Fc1ccc(-c2cnn3c(-c4cccs4)ccnc23)cc1	1.6	-96.2	30.3	-57.2	-7.7	-91.3	6.8	-54.0	8.5	46.4	-131.5
CCN(CC)S(=O)(=O)c1ccc(N2CCCC2)c(NC(=O)Cc2c(F)cccc2Cl)c1	-0.5	-8.8	-3.5	15.2	-5.2	-2.4	1.4	-12.5	-0.2	-17.1	2.4
Cc1ccnc(NS(=O)(=O)c2ccc(Cl)nc2)c1	2.9	17.2	2.7	-5.2	-4.8	-7.3	-9.2	5.5	-1.5	-1.1	-0.4

COUP-TFII inh: entries above that show a hit
Molecule	ABHD5-PLIN5 inh	NCOA3 inh	NCOA2 inhibitor	NOD2 RIPK2 PPI	NCOA1 inh	TLR9-MyD88 inh	COUP-TFII inh	Exocytosis inh	TWEAK Fn14 block	NR5A2 inv ag
COc1ccc2cc3c(N)nn(C(=O)c4ccccc4[N+](=O)[O-])c3nc2c1	-2.2	57.2	37.0	-4.1	49.2	-22.7	42.6*	-4.5	81.9*	49.6

The results go on.
SMILES	ABHD5-PLIN5 inh	NCOA3 inh	TROY signal inh	NCOA2 inhibitor	NOD2 RIPK2 PPI	NCOA1 inh	TLR9-MyD88 inh	COUP-TFII inh	Exocytosis inh	TWEAK Fn14 block	NR5A2 inv ag
O=C(Nc1ccc(Cl)cc1C(=O)Nc1ccncc1)c1ccco1	3.5	10.2	4.7	-8.2	-17.2	12.4	5.8	-7.8	0.2	36.9	33.4
CCOC(=O)C1=C(CC)OC(N)=C(C#N)C1c1cccs1 (stereo unspecified)	5.5	3.6	-17.8	11.2	3.1	4.3	-1.8	0.4	3.8	8.6	-31.6
CCN1CCN(C(=O)c2ccc(-c3nc4ccccc4s3)s2)CC1	-1.0	-102.0	-10.6	-30.6	10.5	-86.0	-0.3	-43.2	-1.7	6.3	-106.2
CC1(CC(=O)N/N=C/c2ccc(OCc3ccc(Cl)cc3Cl)cc2)OCCCO1	1.1	3.2	-1.4	-58.1	-9.2	1.8	-2.0	-4.5	0.6	8.6	1.5
O=C(COc1ccccc1)N/N=C/c1ccc2c(c1)OCO2	0.2	-11.2	-34.0	-14.9	-7.5	-24.6	-11.9	1.6	-2.4	20.6	29.9
Cc1ccc(N2CC(C(=O)Nc3ccccc3C(=O)N3CCOCC3)CC2=O)cc1 (stereo unspecified)	10.2	-6.3	-10.9	-23.2	-14.7	-1.5	-2.2	16.3	15.2	0.3	-17.4
CCC1CCC(C(=O)NC(CCSC)C(=O)NCCc2ccc(S(N)(=O)=O)cc2)CC1 (stereo unspecified)	-4.8	2.0	6.2	1.1	0.9	-0.9	8.6	10.6	6.2	13.5	-3.5
O=C(Nc1ccccc1Cl)N1CCN(c2ccccn2)CC1	1.1	7.0	-1.3	-18.3	-8.2	-0.4	0.0	-15.2	0.0	101.1*	-15.1
C=CCC[C@@H](Cc1ccc(F)cc1)C(=O)OC[C@H](Cc1c[nH]c2ccccc12)NC(=O)[C@@H](CC=C)CC(=O)NCCO	3.4	1.0	23.3	6.4	-4.6	-2.7	11.6	8.6	-6.9	24.5	-12.2
Nc1ccc(Oc2ccc3nc(-c4ccccc4)c(-c4ccccc4)nc3c2)cc1	0.0	-18.2	.	-4.4	-3.5	-8.9	4.6	-4.7	-2.0	.	-3.8
COc1ccccc1C(CC(=O)Nc1ccc(Cl)cc1)c1ccc(OC(C)C)cc1 (stereo unspecified)	2.8	22.0	4.8	5.0	-11.2	5.8	-4.2	0.9	-2.3	24.1	14.3
Cc1nn(-c2ccccc2)c(C)c1/C=N/NC(=O)c1cnccn1	-2.8	-4.1	4.2	17.2	0.6	-16.1	-2.9	-5.5	0.0	-6.7	-44.2
COc1ccccc1/C=C/C=N/NC(=O)c1ccc(=O)n(C)c1	1.6	2.9	8.8	-12.0	-11.9	-15.7	3.7	7.7	0.6	-6.6	6.9
CC(C)(C)C(=O)Nc1ccc(-c2nnc3n2CCCCC3)cc1	6.6	-5.5	-14.5	-9.4	-9.7	3.3	-2.2	4.4	1.4	5.0	12.3
Cc1ccc(N=Nc2ccc(C)cc2NC(=O)Nc2ccccc2F)cc1	2.1	-4.4	-42.5	-27.9	2.1	-7.2	0.2	-4.5	-9.2	-13.0	-5.0
COc1ccc(C(=O)Nc2ccc3oc(-c4cccc(Cl)c4)cc(=O)c3c2O)cc1	2.0	-13.0	-10.1	-15.9	-4.5	-13.4	-10.4	-14.7	1.0	17.3	-0.4
Cc1nc(Cl)sc1C(=O)Nc1ccccc1Cl	0.8	-1.7	-2.9	11.7	-11.9	-1.7	-4.7	2.6	3.9	-0.4	18.8
COc1ccc(NC(=O)COC(=O)C2CCN(S(=O)(=O)c3cccs3)CC2)cc1	-1.0	-6.1	13.6	-16.6	3.8	6.8	0.5	-9.2	1.1	5.5	-2.3
C/C(=C\c1ccccc1)C(=O)Nc1nc2ccc([N+](=O)[O-])cc2s1	2.2	-22.9	-15.1	-12.8	-5.7	-23.2	12.6	-1.9	-2.2	8.5	22.6
CCc1ccccc1NC(=O)CN(c1cccc(OC)c1)S(C)(=O)=O	3.1	1.6	-4.7	-8.1	-2.7	16.1	-1.0	6.3	-3.6	0.7	5.0
O=[N+]([O-])c1cccc(Cn2cnc3c(=S)nc[nH]c32)c1	-4.9	-1.8	7.6	-31.8	-4.8	-1.9	-14.6	5.6	5.3	-13.6	17.7
Cc1ccc(N2CSC3=C(C#N)C(c4cccs4)CC(=O)N3C2)cc1 (stereo unspecified)	1.0	-16.4	-13.0	-42.2	7.1	16.6	0.4	-7.4	4.7	9.7	2.0
CN(c1cnn(-c2ccccc2)c(=O)c1Cl)n1cccc1	7.4	-17.9	-14.1	-37.3	-5.8	-43.4	-3.3	4.8	-3.4	9.0	-20.4
CC(C)(C)c1ccc(CN2N=C(/C=C/c3ccccc3)CCC2=O)cc1	-1.9	-30.9	-18.8	-8.7	-3.7	-16.8	-9.0	1.6	-5.2	6.5	11.1
COc1cc(SC)ccc1C(=O)NCCOc1ccc(F)cc1	-7.2	-81.7	-56.0	-41.3	4.8	-83.1	-0.1	-28.1	5.4	-16.4	-103.9
COc1ccc(CN(C)C(=O)Cn2cnc(C(=O)Nc3ccc(C)c(C)c3)n2)cc1OC	-0.7	-4.3	-4.4	-11.0	-3.5	-4.2	-5.2	-4.3	-4.9	-6.0	-12.4
COCCCNC(=O)Cn1nnc(-c2ccc(NC(=O)c3ccccc3OC)cc2)n1	1.3	8.6	-30.6	-26.1	-11.4	-4.0	0.8	-10.8	0.8	5.3	-37.3
COc1ccccc1-c1sc2ccccc2c1C#CC1(O)CCCCC1	-7.2	9.3	-0.6	-10.0	-8.9	10.1	1.8	-6.5	42.6	12.7	11.8
